NCOA3 inh: human NCOA3 inhibition; HEK293 GAL4-SRC3 luciferase reporter, luminescence; inhibition, % at 3.6 µM; actives 0.17% (n = 360,000);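 active = inhibition above a per-campaign cutoff, the mean of all compounds plus 3 SD, cut at about 60% in these data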;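 also: 0% = DMSO-treated cells and 100% = gossypol-treated cells at 36 µM; higher means less SRC3-driven luciferase light from the GAL4 reporter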
COUP-TFII inh: inhibitors of human COUP-TFII (NR2F2); P24468; HEK293T NGFI-A luciferase reporter, luminescence; inhibition, % at 8.6 µM; actives 0.7% (n = 370,000); AID 686940;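 active = inhibition above a per-plate cutoff, mean inhibition of test wells between control levels plus 3 SD, cut at about 38% in these data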;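 also: cells cotransfected with COUP-TFII expression vector driving the NGFI-A reporter; 0% = median of COUP-TF2 test wells and 100% = reporter-only cells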
NR5A2 inv ag: suppresses constitutive activity of human LRH-1 | O00482 | HEK293T StAR-luciferase reporter, LRH-1 transfected, 24 h | inhibition, % at 3.6 µM | actives 0.13% (n = 360,000) | AID 602396;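 active = inhibition above the mean inhibition of all tested compounds plus 3 SD, cut at about 73% in these data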;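 also: 0% = DMSO wells and 100% = reporter-only cells lacking LRH-1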
SRC2 inh: human SRC2 (NCOA2) inhibition | AID 651957 | HEK293 GAL4-SRC2 luciferase reporter, luminescence | Q15596 | actives 0.17% (n = 370,000) | inhibition, % at 9 µM;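 active = inhibition above the mean inhibition of all tested compounds plus 3 SD, set per campaign, cut at about 52% in these data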;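 also: 0% = DMSO treated cells and 100% = cells given Gossypol at 36 µM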
Target sequence (Q15596 whole entry, looked up, the tested form may be a part): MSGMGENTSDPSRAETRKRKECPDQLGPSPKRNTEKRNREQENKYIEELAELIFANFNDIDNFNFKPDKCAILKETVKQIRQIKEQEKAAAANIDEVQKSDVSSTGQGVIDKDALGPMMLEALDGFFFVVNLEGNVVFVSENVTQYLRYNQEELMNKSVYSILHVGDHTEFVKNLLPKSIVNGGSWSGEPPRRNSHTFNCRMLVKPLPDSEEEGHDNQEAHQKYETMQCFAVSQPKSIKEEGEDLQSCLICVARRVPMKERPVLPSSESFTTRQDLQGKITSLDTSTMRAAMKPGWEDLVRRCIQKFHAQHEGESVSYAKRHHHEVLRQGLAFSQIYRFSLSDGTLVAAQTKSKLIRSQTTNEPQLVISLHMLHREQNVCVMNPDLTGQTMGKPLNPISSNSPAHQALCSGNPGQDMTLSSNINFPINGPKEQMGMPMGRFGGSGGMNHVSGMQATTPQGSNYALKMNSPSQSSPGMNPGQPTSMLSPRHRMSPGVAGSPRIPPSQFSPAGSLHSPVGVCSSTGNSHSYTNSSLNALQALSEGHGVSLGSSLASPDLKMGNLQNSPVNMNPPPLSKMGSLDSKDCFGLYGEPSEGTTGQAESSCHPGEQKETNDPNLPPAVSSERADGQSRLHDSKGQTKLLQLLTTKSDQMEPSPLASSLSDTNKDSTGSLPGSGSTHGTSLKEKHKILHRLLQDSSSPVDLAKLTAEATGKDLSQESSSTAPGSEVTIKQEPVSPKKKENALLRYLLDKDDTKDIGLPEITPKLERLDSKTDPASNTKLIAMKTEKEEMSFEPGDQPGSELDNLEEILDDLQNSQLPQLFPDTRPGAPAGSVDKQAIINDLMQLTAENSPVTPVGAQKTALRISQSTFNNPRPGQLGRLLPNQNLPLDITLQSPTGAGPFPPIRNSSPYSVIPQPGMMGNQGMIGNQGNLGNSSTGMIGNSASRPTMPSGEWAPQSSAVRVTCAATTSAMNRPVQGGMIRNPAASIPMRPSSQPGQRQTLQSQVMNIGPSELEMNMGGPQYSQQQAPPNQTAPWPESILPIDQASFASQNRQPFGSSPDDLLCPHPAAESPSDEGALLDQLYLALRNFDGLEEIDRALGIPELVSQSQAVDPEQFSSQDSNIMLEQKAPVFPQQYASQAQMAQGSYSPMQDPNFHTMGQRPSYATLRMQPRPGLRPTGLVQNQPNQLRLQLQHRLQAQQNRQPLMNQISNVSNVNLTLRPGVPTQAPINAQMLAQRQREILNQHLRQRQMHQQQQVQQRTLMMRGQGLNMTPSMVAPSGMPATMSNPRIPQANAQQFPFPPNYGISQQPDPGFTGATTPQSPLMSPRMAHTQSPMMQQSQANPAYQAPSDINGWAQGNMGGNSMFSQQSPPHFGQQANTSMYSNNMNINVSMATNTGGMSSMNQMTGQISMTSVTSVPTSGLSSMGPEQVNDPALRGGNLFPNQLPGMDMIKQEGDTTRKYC
Exocytosis inh: blocks lytic granule exocytosis. TALL-104 LAMP-1 surface exposure, flow cytometry; cells stimulated with thapsigargin and PMA. actives 0.66% (n = 360,000). inhibition, % at 10 µM;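 active = inhibition above about 55%, limit read from the data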
TWEAK-Fn14 inh: TWEAK-Fn14 signaling inhibition; actives 2% (n = 360,000); TWEAK-stimulated Fn14 reporter cells, luciferase luminescence, 8 h; inhibition, % at 10 µM; in the data active = inhibition above about 50%
TLR9-MyD88 inh: TLR9-MyD88 interaction inhibition; Q9NR96+Q99836; CHO BLA complementation TLR9-MyD88, CCF4 FRET ratio; inhibition, % at 4.98 µM; actives 0.21% (n = 340,000); AID 504734;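 active = inhibition above the mean over all tested compounds plus 3 SD, cut at about 21% in these data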;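 also: 0% = DMSO only wells and 100% = clavulanate BLA inhibitor control wells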
NCOA1 inh: inhibits human SRC1 coactivator; actives 0.12% (n = 360,000); HEK293 GAL4-SRC1 luciferase reporter, luminescence; Q15788; inhibition, % at 3.6 µM;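 active = inhibition above the campaign mean plus 3 SD, with each screening campaign given its own cutoff, cut at about 60% in these data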;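 also: 0% = DMSO treated cells and 100% = gossypol at 36 µM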
NOD2-RIPK2 inh: NOD2-RIPK2 protein interaction inhibition; actives 0.38% (n = 360,000); inhibition, % at 4.98 µM; O43353; CHO BLA complementation NOD2-RIPK2, CCF4 ratio; in the data active = inhibition above about 21%;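 also: 0% = vehicle only and 100% = reference blocker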
ABHD5-PLIN5 inh: blocks binding of human ABHD5 to perilipin-5 | inhibition, % at 4 µM | Split G. princeps luciferase complementation, luminescence, 4 h | AID 602281 | actives 0.78% (n = 360,000);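 active = inhibition above the mean inhibition across every tested compound plus 3 SD, cut at about 22% in these data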;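 also: 0% = DMSO only wells and the 100% control is not disclosed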
TROY NFkB inh: blocks TROY-dependent signaling in reporter cells; Q293 LMP1-TROYcd NF-kB luciferase reporter, 4 h; inhibition, % at 10 µM; actives 0.98% (n = 360,000);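 active = compounds whose plate-normalised and pattern-corrected inhibition of the luciferase reporter signal at the single screening dose is 50% or more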
Active calls of the source: *; x = not tested or not shown. The list is partial; count on the stated rates, not on these rows.

| Compound | COUP-TFII inh | TWEAK-Fn14 inh | Exocytosis inh | TLR9-MyD88 inh | NCOA3 inh | ABHD5-PLIN5 inh | NCOA1 inh | TROY NFkB inh | NR5A2 inv ag | NOD2-RIPK2 inh | SRC2 inh |
| --- | --- | --- | --- | --- | --- | --- | --- | --- | --- | --- | --- |
| Cc1ccc(NC(=S)N2CCC(N(C)CC3CCCO3)CC2)cc1 (stereo unspecified) | 3 | 3 | 1 | -13 | 15 | -7 | -6 | -1 | -11 | 6 | -2 |
| COc1cc(O)c(C(CC(=O)N2CCCC2)c2ccc(N(C)C)cc2)c(OC)c1 (stereo unspecified) | -2 | -19 | -4 | -14 | 5 | -1 | -21 | -3 | -29 | -12 | -7 |
| O=C(NCCOc1ccccc1F)C1CC(=O)N(c2ccc3c(c2)OCCO3)C1 (stereo unspecified) | -12 | -9 | -3 | -4 | 14 | 1 | 0 | 5 | -3 | -2 | -7 |
| Cc1cc(C)c(N=Cc2c(O)n(-c3nccs3)c(=O)c3ccccc23)c(C)c1 | 8 | -6 | -3 | 10 | 10 | 1 | 0 | 3 | -7 | 5 | 10 |
| CC(=O)c1cccc(NC(=O)Nc2csc3c2CCCC3)c1 | -6 | 16 | -1 | 10 | 4 | 0 | 1 | -13 | 3 | 0 | -8 |
| CCN(CC)CCNC(=O)CSc1c2c(nc3cc(Cl)ccc13)CCCC2 | 22 | 7 | 15 | -20 | 18 | 33* | 9 | 15 | 2 | -5 | 7 |
| Clc1ccc(OCCCn2ccnc2)c(Br)c1 | 9 | -6 | 4 | -24 | -13 | 6 | -8 | -5 | -6 | 4 | -5 |
| CCCOc1ccc(C(=O)NCC(c2ccco2)N(C)C)cc1 (stereo unspecified) | -1 | -11 | 3 | 0 | -34 | 2 | -24 | -12 | -6 | 4 | -34 |
| CCOC(=O)c1nc2ccccc2s1 | -14 | -17 | 1 | -4 | -40 | -5 | -56 | 23 | -37 | 4 | -41 |
| Cc1nn(-c2ccccc2)c2[nH]c(=O)c(CNc3ccc(N4CCOCC4)cc3)cc12 | 16 | -9 | 0 | -7 | -1 | -2 | -17 | 5 | -1 | 2 | -52 |
| CNC(=O)CSc1nnc(SCCC(=O)O)s1 | -23 | 11 | -5 | -2 | -3 | -3 | 4 | 0 | 10 | -2 | -5 |
| CC(NC(=O)C(C)N1C(=O)C2C3CC(C(Br)C3Br)C2C1=O)c1ccccc1 (stereo unspecified) | -17 | -10 | -5 | -7 | 5 | 12 | -10 | 2 | 3 | -11 | -17 |
| Cc1ccc(Oc2cnn(-c3ccccc3)c(=O)c2Br)cc1 | 2 | 3 | 3 | 4 | 4 | 3 | 8 | -38 | 13 | -3 | 1 |
| CC(C)(C)c1ccc(C(=O)NC2CCS(=O)(=O)C2)cc1 (stereo unspecified) | -16 | 3 | 36 | -6 | 3 | 4 | -3 | -10 | -12 | -9 | -19 |
| O=C(CNC(c1ccccc1)c1ccccc1)NCc1ccccc1Cl | 18 | 0 | 44 | -4 | -5 | 1 | 6 | 19 | 7 | -2 | -4 |
| COc1cccc(C(=O)CN2CCC(NC(=O)NC3CCCCC3)CC2)c1 | 1 | -6 | -5 | -8 | 5 | -1 | -2 | 14 | 13 | 2 | 2 |
| O=C(Nc1ccc(O)c2c(=O)cc(-c3ccccc3Cl)oc12)c1ccccc1Cl | -3 | 0 | 11 | -1 | 0 | -3 | -4 | 22 | 17 | -4 | -3 |
| CC(C)Nc1nc(NC(C)(C)C)nc(Oc2ccc(=O)n(-c3ccccc3)n2)n1 | -3 | 8 | -1 | -6 | 4 | -1 | -7 | -7 | -16 | -8 | -16 |
| CC1CN(S(=O)(=O)c2ccc(C(=O)Nc3nnc(-c4ccccn4)o3)cc2)CC(C)O1 (stereo unspecified) | 9 | -2 | 2 | -3 | 4 | 3 | 6 | -23 | 6 | 2 | 18 |
| O=C(Cn1cnc2c(cnn2-c2ccc(F)cc2)c1=O)NCc1ccco1 | 11 | 28 | 2 | 0 | 20 | 1 | 1 | 19 | 12 | -2 | -4 |
| COc1cccc(NC(=O)c2sc(Cl)nc2C)c1 | -6 | 0 | -12 | 3 | -4 | -2 | 4 | -3 | -17 | -13 | -8 |
| CC(NS(=O)(=O)c1ccccc1)C(=O)Nc1ccc2c(c1)OCCO2 (stereo unspecified) | 1 | 27 | -2 | -5 | 7 | -6 | 10 | 15 | -10 | 0 | -14 |
| CC(C)(C)c1ccc(C(=O)Nc2ccc(F)cc2)s1 | -35 | -18 | -16 | -3 | -44 | -3 | -97 | -38 | -132 | -5 | -55 |
| CC(OC(=O)C1CCC(=O)N1)C(=O)Nc1cc(Cl)cc(Cl)c1 (stereo unspecified) | -13 | -11 | -11 | -3 | 28 | 4 | -12 | 14 | 1 | -1 | -8 |
| CCn1c(=O)c2cc(C(=O)Nc3cccc(C(C)=O)c3)sc2c2ccccc21 | -3 | -23 | -4 | 7 | 17 | -2 | 1 | 12 | -4 | -4 | -25 |
| Cc1ccc(/C=C/C(=O)Nc2cccc3ncccc23)o1 | -15 | 3 | 10 | 2 | -4 | 42* | -17 | -7 | -10 | 5 | 19 |
| COc1ccccc1CCC(=O)Nc1ccc2c(c1)CN(CCCn1cccn1)CC2 | 7 | -5 | 0 | 2 | -10 | -3 | 8 | -28 | 3 | 0 | -24 |
| CC(C)C[C@@H](CN1CCC[C@@H]1CN1C(=O)C(=O)NC[C@@H]1Cc1ccccc1)N1C[C@H](Cc2ccccc2)N(CC2CCCCCC2)C(=O)C1=O | 8 | 3 | 20 | 5 | -14 | 1 | -9 | 35 | -5 | -6 | -1 |
| Cc1cc(NC(=O)CSc2nc3c(C)cccc3cc2C#N)no1 | 4 | -8 | -18 | -4 | -3 | 7 | -6 | -8 | -8 | -7 | 26 |
| CCCSc1nc(N)cc(=O)[nH]1 | -3 | 9 | 7 | 7 | 5 | 3 | -12 | 13 | 16 | 2 | -22 |
| CCOc1ccc2nc(N(CCCN(C)C)C(=O)c3ccc(S(=O)(=O)N4CCCC4)cc3)sc2c1 | -18 | 14 | 22 | 4 | 18 | 4 | 9 | 24 | 3 | -6 | -11 |
| CCOC(=O)c1c(C)[nH]c(C(=O)COC(=O)CNC(=O)c2ccc(Br)cc2)c1C | 10 | -51 | -7 | -3 | 7 | 1 | -7 | -34 | -4 | 3 | -3 |
| CC(C)Nc1nnc(SC(C)C(=O)Nc2ccc(N3CCOCC3)cc2)s1 (stereo unspecified) | -7 | -7 | 0 | -4 | -6 | 6 | -31 | -11 | 1 | -12 | -85 |
| CC1CCc2c(sc3nc(CSc4ncn[nH]4)[nH]c(=O)c23)C1 (stereo unspecified) | 30 | 15 | -2 | 3 | -4 | -5 | -35 | -42 | -57 | -2 | 38 |
| O=[N+]([O-])c1cccc(-c2ccc(/C=N/NC(=S)Nc3ccccc3)o2)c1 | -2 | -54 | -6 | -2 | -12 | 4 | -5 | -4 | 11 | -6 | -6 |
| Cc1ccc(-c2nnc3ccc(SC(C)C(=O)O)nn23)cc1 (stereo unspecified) | 3 | 10 | 18 | -6 | -14 | -7 | -25 | 6 | -11 | -9 | -24 |
| COc1ccc([C@H]2C[C@@H](O)[C@H](n3cc(-c4ccc(F)cc4)nn3)CN2C(=O)C2CCCCC2)cc1 | 7 | -23 | 2 | -13 | -1 | 1 | 9 | 1 | 0 | 5 | -12 |
| CCc1nnc(NC(=O)[C@@H](NS(=O)(=O)c2ccc3c(c2)OCCO3)C(C)C)s1 | -2 | -3 | 58* | -7 | 2 | -3 | 6 | -6 | 7 | -4 | -45 |
| CCC(C)(C)n1nnnc1C(c1ccc2ncccc2c1)N1CCCCCC1 (stereo unspecified) | 11 | -16 | -2 | -5 | -1 | 8 | -5 | 4 | -8 | 3 | 7 |
| COc1ccc(-c2noc(CCC(=O)N3CCN(c4ccccc4C(F)(F)F)CC3)n2)cc1 | -10 | 4 | -2 | 3 | -35 | -2 | 3 | 44 | 8 | -2 | -6 |
| Cc1cc(NC(=O)CCC(=O)N(Cc2ccccc2)C(C(=O)NC2CCCC2)c2ccco2)no1 (stereo unspecified) | 4 | 12 | 3 | 6 | 10 | 3 | 9 | -3 | 5 | 2 | -23 |
| O=C(C1CC(=O)N(c2ccc3c(c2)OCCO3)C1)N1CCCC(C(F)(F)F)C1 (stereo unspecified) | 3 | 5 | -1 | -4 | -4 | 2 | -11 | -16 | 6 | -3 | -24 |
| CCN1C(=O)/C(=C2\SC(=S)N(NC(=O)c3cccnc3)C2=O)c2ccccc21 | 13 | 33 | 12 | -2 | -8 | -12 | 0 | 16 | -13 | 6 | 4 |
| CCNC(=O)NS(=O)(=O)c1cnccc1Nc1cccc(Cl)c1 | -1 | 6 | -4 | 4 | 10 | 4 | 15 | -11 | -20 | -4 | -11 |
| Cc1ccc(CN(CC(=O)NC2CCCCC2)C(=O)c2csnn2)cc1 | 24 | -8 | 3 | 2 | 3 | -7 | -21 | -22 | -5 | -9 | -5 |
| Cc1ccc(NC(=O)C2(C)CCN2C(=O)Cc2ccc(C(C)(C)C)cc2)cc1C (stereo unspecified) | 5 | 16 | 0 | x | 15 | -9 | 9 | -2 | 0 | 3 | 9 |
| COC(=O)c1cnc(N2CCCN(S(=O)(=O)c3ccccc3)CC2)nc1C(F)(F)F | 13 | -23 | -2 | -7 | 13 | 3 | 20 | 5 | 12 | -7 | -14 |
| O=[N+]([O-])c1cccc(-c2ccc(CN3CCN(c4ccccc4)CC3)o2)c1 | 17 | -12 | -5 | -3 | -15 | -11 | -14 | 8 | -17 | -2 | 17 |
| CCOC(=O)N1CCN(Cc2cn[nH]c2-c2ccc(-c3ccccc3)cc2)CC1 | 1 | -6 | -1 | -1 | 7 | 1 | -23 | -30 | 11 | -16 | -5 |
| C#CCOCCOCCOCCNc1nc(N2CCN(C(=O)CCCCCCCCCCNC(=O)[C@@H]([C@H](C)O)n3cc(C)nn3)CC2)nc(N2CCN(C(=O)CCCCCCCCCCNC(=O)[C@@H]([C@H](C)O)n3cc(C)nn3)CC2)n1 | 12 | 24 | -8 | -2 | -17 | 40* | 2 | -22 | 3 | -3 | -25 |
| CN(CC(=O)Nc1ccccc1Br)C(=O)c1cccc(S(=O)(=O)NCc2ccccc2)c1 | -4 | 3 | 9 | -7 | 5 | -2 | -5 | -12 | -31 | 7 | -10 |
| CN(/N=C/c1cc(Cl)ccc1O)C1=NS(=O)(=O)c2ccccc21 | -7 | -7 | -5 | 1 | 9 | -1 | 2 | 30 | 7 | -5 | -9 |
| O=S(=O)(c1ccc(Br)cc1)N1CCCC1c1nc2ccccc2s1 (stereo unspecified) | 5 | 3 | 1 | -3 | -1 | -8 | 2 | 16 | -2 | 0 | 0 |
| O=C(NCCC1=CCCCC1)C1CCN(C(=O)Cc2ccccc2)CC1 | 9 | 16 | -2 | 3 | -21 | 11 | -2 | -7 | -5 | -8 | 10 |
| CCOc1ccc(NC(=O)CCCCCN2C(=O)[C@@H]3Cc4ccccc4CN3C2=O)cc1 | 15 | 2 | -2 | -13 | -10 | -2 | -8 | 14 | 18 | -3 | -4 |
| Cc1cccc(N2CCN(c3nnnn3-c3ccccc3)CC2C)c1 (stereo unspecified) | 8 | 4 | -1 | -5 | 17 | -2 | -1 | -8 | 17 | -9 | -15 |

Screening results (PubChem BioAssay)
